Pf apPOL inh – Pf-apPOL DNA polymerase inhibition; Recombinant Pf-apPOL, molecular beacon fluorescence, 1.5 h; inhibition, % at 10 µM; 0.25% of 210,000 active
mHTT CaM bind – inhibitors of human mutant huntingtin-calmodulin interaction | AlphaScreen His-mHTT/GST-CaM binding, luminescence | inhibition, % at 15 µM | 3.6% of 190,000 active | AID 1671202;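 further: 0% = both proteins with DMSO and 100% = one protein alone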
* marks the source's active call; other numbers are inactive results; . = no result given; & = joins results of further samples. No stated cut-off is given here; in the data, active means inhibition above about 50%; inactive means the rest. Random draw from the library (roughly 3.7% active in at least one column).

SMILES	Pf apPOL inh	mHTT CaM bind
CC12C=CC(=O)C=C1CCC1C3CC(O)C(O)(C(=O)CO)C3(C)CC(O)C12F (configuration not stated)	.	0.4
O=[N+]([O-])c1cc2c3c(c1)C1C=CCC1C(c1ccccc1)N3CC1CC=CC21 (configuration not stated)	3.9	4.0
COCCCNC(=O)c1c(NC(=O)COc2ccc(OC)cc2)sc2c1CCCC2	-18.0	10.2
CN1C(C)(C)CC(NC(=O)CCC(=O)NC2CC(C)(C)N(C)C(C)(C)C2)CC1(C)C	-7.5	-7.3
COc1ccccc1-n1c(SCC(=O)Nc2ccccc2F)nc2[nH]ncc2c1=O	-6.1	10.0
COc1ccc(N2CCN(C(=O)c3ccc(S(=O)(=O)N4CCC(C)CC4)cc3)CC2)cc1	-0.7	7.6
C=CCNC(=O)COc1ccc(C(C)=O)cc1	1.5	-8.8
COc1ccc(Cc2cnc(NC(=O)c3ccc(N4CCOCC4)c([N+](=O)[O-])c3)s2)cc1	-3.1	5.0
CCc1ccc(C(=O)/C=C/Nc2ccc(C)cc2O)cc1	27.4	5.0
Cc1cccc(CNC(=O)C2CCN(c3cc(Br)ccc3C)C2=O)c1 (configuration not stated)	0.7	0.4
CC1=NN(c2ccccc2)C(=O)/C1=C/c1ccc(Cl)cc1	5.6	53.0*
CCOc1ccc(CC(=O)N2CCCC2c2cc(C)no2)cc1 (configuration not stated)	2.0	-0.1
O=C(NC1CC1)c1ccc(OCC2CCCN2C(=O)c2ccccc2F)cc1 (configuration not stated)	-2.9	-9.7
O=C(NCc1ccccn1)C1CCN(S(=O)(=O)c2cccs2)CC1	-1.7	-6.0
O=S(=O)(c1cccc2nsnc12)N1CCCc2ccccc21	-14.8	.

Quoted from the listing.
C=CCNC(=O)COc1ccc(C(C)=O)cc1 – Pf apPOL inh = 1.5
O=S(=O)(c1cccc2nsnc12)N1CCCc2ccccc21 – Pf apPOL inh = -14.8

Other structures:
SMILES	Pf apPOL inh	mHTT CaM bind
CCCC(=O)Nc1ccc(S(=O)(=O)NC(C)=O)cc1	-1.6	-2.5
CNC(=O)C1OC(C)(C(C)(C)C)OC1C(=O)NC (configuration not stated)	1.9	0.0
NC1CONC1=O (configuration not stated)	11.9	.
COc1ccc(-c2nn(-c3ccccc3)cc2C(=O)N2CCOCC2)cc1OC	7.5	0.0
Cc1onc(-c2ccccc2Cl)c1NC(=O)N1c2ccc(F)cc2CCC1C (configuration not stated)	-5.9	.
O=S(=O)(c1ccccc1)c1nc(-c2ccccc2Cl)oc1N1CCOCC1	0.6	4.0
COc1cccc(CNC(=O)C2(C)CCCN(C(=O)Nc3cccc(SC)c3)C2)c1 (configuration not stated)	3.1	5.6
Cc1ccc(C(=O)Nc2cccc(Cl)c2)o1	0.4	1.8
Cc1oc(-c2ccc(Cl)cc2)nc1CN1CCCC(C(=O)NCc2ccc(F)cc2)C1 (configuration not stated)	-3.9	13.0
CC(C)C(=O)N1CCc2c(c(C(=O)NCc3ccc4c(c3)OCO4)nn2C)C1	-13.6	5.7
O=C1CSC(c2ccc(Cl)cc2)N1c1ccc(F)cc1 (configuration not stated)	0.0	-5.0
COc1ccc(-n2ccn3cc(-c4ccc(C)cc4)nc3c2=O)cc1	-2.1	-3.9
C=CCNC(=O)C(=O)Nc1ccc(Cl)c(Cl)c1	-4.7	-9.0
O=C(NCc1ccc(F)cc1Cl)C1CCN(c2ccncc2)CC1	-3.1	-8.6
O=C(c1ccco1)N1CCN(c2ccc([N+](=O)[O-])c(NCCc3ccccc3)c2)CC1	-1.4	15.0
CC(=O)Nc1ccc(I)cc1C	-17.2&0.0	-0.5
CCC1c2ccc(C)n2CCN1C(=O)Nc1ccc(F)c(Cl)c1 (configuration not stated)	7.7	27.5
O=S(=O)(CCON=Cc1ccco1)c1ccc(Cl)cc1	-2.7	.
COc1ccccc1/C=C/C(=O)Nc1cc2cc([N+](=O)[O-])ccc2oc1=O	-9.5	12.0
CCCNC(=O)N1CCN(Cc2nc3cccnc3n2-c2ccc(CC)cc2)CC1	-0.4	16.2
Cc1ccc(NC(=O)C2CCn3c(nc4ccccc43)C2)cc1C (configuration not stated)	-9.7	0.7
Cn1cccc(C(=O)Nc2ccc3c(c2)CN(C(=O)C2CC2)CC3)c1=O	-3.4	-8.7
O=C(NC(Nc1ccc(Cl)cc1)C(Cl)(Cl)Cl)c1cccc([N+](=O)[O-])c1 (configuration not stated)	-2.4	99.0*
CCCC12CN3CC(C)(CN(C1)C3c1ccc(F)cc1)C2=O (configuration not stated)	-1.9	-4.0
CN1C(=O)S/C(=C\c2ccccc2OCc2ccc([N+](=O)[O-])cc2)C1=O	-5.0	5.0
CC(=O)Nc1nonc1NC(=O)CSc1ncn[nH]1	.	-1.7
COc1ccc(NC(=O)CCc2ccccc2)cc1	-7.0	3.0
CCN(CC)c1ccc(N=Cc2ccc(O)cc2)cc1	-8.1	86.0*
O=C(Cc1cccs1)N1CCc2nc(N3CCCC3)nc(N3CCCCC3)c2C1	0.2	33.3
CCOC(=O)C(=CNNCCC#N)C(=O)OCC	-11.3&6.3	.

Given in CSV form: part of the list above
mol,Pf apPOL inh,mHTT CaM bind
O=C(Cc1cccs1)N1CCc2nc(N3CCCC3)nc(N3CCCCC3)c2C1,0.2,33.3
Cc1ccc(NC(=O)C2CCn3c(nc4ccccc43)C2)cc1C (configuration not stated),-9.7,0.7
CCOC(=O)C(=CNNCCC#N)C(=O)OCC,-11.3&6.3,.
CC(=O)Nc1ccc(I)cc1C,-17.2&0.0,-0.5

(continued)
SMILES	Pf apPOL inh	mHTT CaM bind
Cc1cnc(-n2nnc(C(=O)N3c4ccccc4CC3C)c2C)s1 (configuration not stated)	-5.7	-19.8
COc1cc([N+](=O)[O-])ccc1N=Cc1nc(-c2ccc(Cl)cc2)oc1O	-0.5	4.0
Cc1cc(C)c(NC(=O)c2cc(S(=O)(=O)N(C)Cc3ccccc3)ccc2F)c(C)c1	-21.1	-11.0
O=C(Nc1ccccc1Cl)N1CC2CC(NS(=O)(=O)c3cccs3)C1C2 (configuration not stated)	-5.8	5.0
Cc1sc(NC(=O)c2ccc3c(c2)OCCO3)c(C#N)c1C	6.3	-10.7
O=C(c1cccs1)N1CCCC(c2n[nH]c(=O)n2-c2ccccc2)C1 (configuration not stated)	-7.1	-1.9
COc1cc(C(=O)NCc2ccc(C(=O)O)cc2)cc(OC)c1OC	2.2	-8.1
COc1ccc(CCNC(=O)c2sc3cc([N+](=O)[O-])ccc3c2Cl)cc1	-1.2	7.8
O=C(CCCOc1ccccc1)Nc1ccc(Br)cc1F	0.7	-19.2
c1cncc(CN2CCN(c3ncnc4c3CCC4)CC2)c1	1.0	-7.5
CC1=NS(=O)(=O)N(C)C=C1C(=O)OCCc1ccccc1	-2.3	-19.4
Cc1ccc(-c2nc3s/c(=C\c4ccccc4F)c(=O)n3n2)cc1	-2.6	0.0
Fc1ccc(C2CC(c3ccc(Br)cc3)Nc3ncnn32)cc1Br (configuration not stated)	-11.4	18.0
COc1ccc(C(=O)N2CC(C)C(c3nc(-c4ccncc4)no3)C2)cc1OC (configuration not stated)	-4.0	-4.8
CCCCC(=O)Nc1ccc(N)cc1OC	2.0	11.6
Cc1ccc(-n2nc(C)c3c2OC(N)=C(C#N)C3c2ccccc2[N+](=O)[O-])cc1 (configuration not stated)	-2.8	9.0
COc1ccc(C(C#N)N2N=C(C)CC2c2ccccc2)cc1 (configuration not stated)	-2.2	-3.0
Cc1ccc(F)cc1NC(=O)C1CCc2nc(N3CCN(C(=O)C(C)C)CC3)sc2C1 (configuration not stated)	-5.7	4.5
CC(C)(C)c1ccc(C(=O)Nc2ccc(S(=O)(=O)N3CCCC3)cc2)cc1	-13.1	0.8
O=C(c1ccc2nsnc2c1)N(Cc1ccsc1)C1CC1	-1.0	-10.5
COc1ccc(NC(=O)c2cc(OC)c(OC)c(OC)c2)cn1	2.8	5.0
Cc1ccnc(NS(=O)(=O)c2ccc(NC(=O)c3cc(Cl)sc3Cl)cc2)n1	3.3	3.2
O=C(Nc1ccc(F)cc1F)c1ccc([N+](=O)[O-])cc1	0.8	-5.4
COc1cccc(NC(=O)N2CCCN(C3CCN(Cc4ccc(F)cc4)C3=O)CC2)c1 (configuration not stated)	-4.3	14.2
Cc1c(C=O)c(C=O)c(C)n1Cc1ccccc1	-3.0	45.2
CCOC(=O)N1CCN(Cc2nc(-c3ccc(N4CCCCCC4)nc3)no2)CC1	-11.4	78.7*
COc1ccc(-n2nc3c(c2NC(=O)c2ccc(C(C)(C)C)cc2)CSC3)cc1	3.4	100.0*
Cc1[nH]nc(SCC(=O)NCC(C)C)c1[N+](=O)[O-]	0.1	0.0
COc1ccc(/C=C2\N=C(c3cccc(Cl)c3)OC2=O)cc1	-7.7	6.0
COc1ccc(C2C(=C(O)c3ccccc3)C(=O)C(=O)N2CC2CCCO2)cc1OC (configuration not stated)	-8.2	-6.0
O=C(O)C1=CCCN(CCON=C(c2ccccc2)c2ccccc2)C1	-7.4	.
Cc1cccc(NC(=O)c2cc(S(=O)(=O)NCCc3ccc(Cl)cc3)ccc2F)c1	32.4	13.0
O=C(O)c1ccc(NCCO)c([N+](=O)[O-])c1	-1.5	-0.6
O=[N+]([O-])c1cccc(CN2CCN(Cc3cccnc3)CC2)c1	-5.8	-4.1
CC(C(=O)NCC1CCCO1)N1C(=O)C2C3CC(C(Br)C3Br)C2C1=O (configuration not stated)	-0.7	2.0
O=C(CN1CCN(C(=O)Nc2ccc(Cl)cc2)CC1=O)NC1CCCC1	-5.8	-5.8
O=C(CCC1CCCN(C(=O)Nc2ccccc2)C1)NCCN1CCOCC1 (configuration not stated)	-5.3	-7.7
COc1ccccc1C(=O)Nc1cccc(-c2nc3cc(C)ccc3o2)c1C	-0.3	-5.8
CCOC(=O)COc1ccc2c(=O)c(-c3ccc(OC)cc3)c(C)oc2c1	-4.5	8.5
CCc1onc(C)c1C1CCCN1C(=O)Nc1cc(C)ccc1C (configuration not stated)	2.4	-5.0
N#Cc1c2nc[nH]c(=O)c2c2n1CCC2	-1.5	3.2
COc1nccnc1NC1CCN(C(=O)CCc2c(C)noc2C)CC1	-0.7	3.5
COc1ccccc1N1CCN(C(C)C(=O)Nc2ccc(F)cc2)CC1 (configuration not stated)	-3.4	7.7
COc1ccc(-n2c(-c3cccs3)cn3c4c(=O)n(C)c(=O)n(C)c4nc23)cc1	-3.7	-4.0
CCCNC(=O)C1CCCN(c2ncc(-c3ccc(F)cc3)cn2)C1 (configuration not stated)	0.7	-3.5
O=S(=O)(c1ccccc1)c1nc(-c2ccccc2)oc1NCc1ccco1	-5.6	10.0
CC(=O)Nc1ccc(CN2CCN(c3ccccc3C)CC2)cc1	-11.9	-3.9
O=C(CCN1C(=O)c2ccccc2C1=O)Nc1cc(Cl)ccc1C(=O)O	6.1	0.7
COC(=O)C(NC(=O)N1CCc2c(nc3cc(-c4ccccc4)[nH]n3c2=O)C1)C(C)C (configuration not stated)	-4.6	3.6
CC#C[C@]1(O)CC[C@H]2[C@@H]3CCC4=CC(=O)CCC4=C3[C@@H](c3ccc(N(C)C)cc3)C[C@@]21C	7.1	.
Cc1cccc(C(=O)Nc2nnc(C3CC(=O)N(c4ccc(S(C)(=O)=O)cc4)C3)o2)c1 (configuration not stated)	-1.5	34.1
FC(F)(F)c1cc(NNc2cc(C(F)(F)F)cc(C(F)(F)F)c2)cc(C(F)(F)F)c1	-0.1	.
CC(C)C[C@H]1COc2cc(N3CCC[C@H]3CO)ccc2S(=O)(=O)N1	-2.4	-4.4
Fc1ccc(N2COc3ccc(Cl)cc3C2)cc1	-4.7	50.0*
Cc1ccccc1-n1c(CCC(=O)O)ccc1-c1cccs1	-2.7	19.0
O=C(CCn1ccc(=O)[nH]c1=O)N1CCCC(c2nnc(-c3ccccc3F)s2)C1 (configuration not stated)	-5.7	-11.5
Cc1[nH]nc2nc(SCC(=O)N3CCC(C)CC3)n(-c3ccc(Br)cc3)c(=N)c12	-4.9	5.0
CCOC(=O)c1ccc(NC(=O)C2CCN(c3nccc4sc(C)cc34)CC2)cc1	-5.6	6.5
O=C(NCCCCN1CCOC(c2ccccc2)C1)C12CC3CC(CC(C3)C1)C2 (configuration not stated)	3.7	17.8
CCC1(C)CC(c2csc(N)n2)CCO1 (configuration not stated)	-12.8	4.4

Five records picked at random from the list so far:
SMILES	Pf apPOL inh	mHTT CaM bind
CCOC(=O)c1ccc(NC(=O)C2CCN(c3nccc4sc(C)cc34)CC2)cc1	-5.6	6.5
Cc1[nH]nc2nc(SCC(=O)N3CCC(C)CC3)n(-c3ccc(Br)cc3)c(=N)c12	-4.9	5.0
CC(=O)Nc1ccc(CN2CCN(c3ccccc3C)CC2)cc1	-11.9	-3.9
O=C(NCCCCN1CCOC(c2ccccc2)C1)C12CC3CC(CC(C3)C1)C2 (configuration not stated)	3.7	17.8
COC(=O)C(NC(=O)N1CCc2c(nc3cc(-c4ccccc4)[nH]n3c2=O)C1)C(C)C (configuration not stated)	-4.6	3.6

The list goes on:
SMILES	Pf apPOL inh	mHTT CaM bind
COc1cc(/C=c2\sc3nc(=O)c(Cc4ccccc4)nn3c2=O)ccc1OCC(C)C	-6.1	-3.0
CCN1C(=O)C(C)(C(=O)Nc2ccc(OC)c(OC)c2)Oc2cccnc21 (configuration not stated)	2.0	27.1
COc1ccc(CCNc2ccc(N3C(=O)C4C5C=CC(C5)C4C3=O)cc2[N+](=O)[O-])cc1OC (configuration not stated)	-18.7	49.0
COc1ccc(N=C2SC(C(=O)N3CCN(c4ccc(F)cc4)CC3)CC(=O)N2C)cc1 (configuration not stated)	-8.3	51.0*
CCOc1ccccc1C1CC(c2ccc(Cl)c(Cl)c2)Nc2nc(N)nn21 (configuration not stated)	-2.8	100.0*
O=C(NCc1cccnc1)c1cc2nc(-c3ccc(Cl)cc3)cc(C(F)(F)F)n2n1	-5.0	0.0
Cc1noc(C2(NC(=O)C3CC3)CCCCC2)n1	-3.4	-10.7
O=C(Nc1ccc(N2CCOCC2)cc1)c1ccc2snnc2c1	-7.6	4.2
C=CCC1(NCCO)CCCCC1	-1.4	-6.0
CC(C)Cn1c(=O)c(N2CCN(C(=O)c3ccc4[nH]ccc4c3)CC2)nc2ccncc21	-1.2	24.5
CC(C)C[C@H]1COc2c(Cl)cccc2S(=O)(=O)N1Cc1ccc(Cl)cc1	-7.0	-12.4
CCN1c2ccccc2C(=O)NC12CCN(C(=O)c1ccccc1Cl)CC2	-3.2	5.1
